Bioassay records: PubChem, The Scripps Research Institute Molecular Screening Center
PP1 counter – blocks human PP1-alpha phosphatase, a PP5 counter-screen. AID 2235. purified PP1alpha, OMFP fluorescence. P62136. inhibition, % at 6.7 µM. 0.9% of 320,000 active;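 active = inhibition above the mean inhibition of all tested compounds plus 3 SD, computed separately for each screening campaign, cut at about 15% in these data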
core dimer inh – HCV core protein dimerization inhibition. TR-FRET GST/Flag-core106 dimerization, 1536-well. inhibition, % at 5 µM. 0.33% of 300,000 active. AID 1899;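 active = inhibition above the mean of all tested compounds plus 3 SD, set per screening campaign, cut at about 45% in these data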
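Assay system: tagged HCV core106 pair (GST and Flag); medium: KF-containing HEPES buffer, pH 7.45, DTT, CHAPS, BSA; also added: Eu donor and XL665 acceptor anti-tag antibodies; dosing: 5 µM single dose; timing: compound-protein-antibody incubation 4 h at 22.5 °C; signal: TR-FRET 671 and 617 nm emission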
TPT1 inh – blocks Candida albicans tRNA 2'-phosphotransferase | recombinant caTPT1, FP RNA substrate dephosphorylation | inhibition, % at 5 µM | 0.81% of 300,000 active;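 active = inhibition above the mean of all tested compounds plus 3 SD, set per screening campaign, cut at about 24% in these data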;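 also: plate controls were DMSO alone for no effect and ferristatin control at 100 nM for full effect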
AHR activator – activators of human aryl hydrocarbon receptor; P35869; AHR-responsive luciferase reporter cells, luminescence; activation, % at 5 µM; 2.5% of 320,000 active; AID 2796; in the data active = activation above about 47%;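 also: 0% = vehicle wells and 100% = reference agonist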
proCasp7 act – counter-screen: procaspase-7 (human) activation | P55210 | activation, % at 8.5 µM | recombinant procaspase-7, Ac-DEVD-pNA absorbance 405 nm; D23A/D198A/D206A triple mutant, cannot self-cleave; scale: DMSO 0, 5 µM enzyme 100 | 0.093% of 330,000 active;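 active = percent activation above the screen-wide mean plus 3 SD, cut at about 25% in these data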
Target sequence (P55210 whole entry D23A/D198A/D206A): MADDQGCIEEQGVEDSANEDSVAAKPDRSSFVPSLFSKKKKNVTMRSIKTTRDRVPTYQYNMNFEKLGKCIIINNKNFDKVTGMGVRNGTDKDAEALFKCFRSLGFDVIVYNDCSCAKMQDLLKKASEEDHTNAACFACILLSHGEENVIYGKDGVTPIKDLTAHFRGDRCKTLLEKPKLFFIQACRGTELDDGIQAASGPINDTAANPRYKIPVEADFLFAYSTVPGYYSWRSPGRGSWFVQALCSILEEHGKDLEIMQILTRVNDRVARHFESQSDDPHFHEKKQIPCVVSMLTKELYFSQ
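signal = Epi-absorbance of released pNA at 405 nm, two timepoints | assay system = Uncleavable procaspase-7 mutant enzyme | reagent = Ac-DEVD-pNA substrate, 400 µM as added | times = 1 h enzyme–compound preincubation and 2 h substrate reaction, both 25 °C | benchmarks = low DMSO alone, high DMSO plus 5 µM PC-7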
CTSL1 counter – blocks F. hepatica cathepsin L1 in PFM18AAP counter-screen; recombinant F. hepatica cathepsin L1, Z-Leu-Arg-MCA fluorescence; inhibition, % at 5.96 µM; 0.49% of 300,000 active;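 active = inhibition above the mean of all tested compounds plus 3 SD, set per screening campaign, cut at about 17% in these data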;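 also: 0% = plate median of test compound wells and 100% = 1 µM Z-Phe-Ala-diazomethylketone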
PAFAH2 inh – inhibitors of human PAFAH2 | recombinant PAFAH2, FP-rhodamine activity probe, fluorescence polarization | Q99487 | inhibition, % at 3.39 µM | 0.99% of 340,000 active;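 active = inhibition above the mean over all tested compounds plus 3 SD, cut at about 30% in these data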;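 also: inhibitors block probe labeling of enzyme so polarization drops; 0% = enzyme with DMSO and 100% = wells lacking PAFAH2 protein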
proCasp3 act – activates human procaspase-3; 0.11% of 330,000 active; P42574; recombinant procaspase-3 D3A, Ac-DEVD-pNA absorbance 405 nm; activation, % at 8.5 µM;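 active = activation above the mean of all tested compounds plus 3 SD, cut at about 21% in these data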;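 also: 0% = DMSO alone and 100% = DMSO wells spiked with extra 5 µM PC-3 D3A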
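material = Procaspase-3 D3A mutant | probe or stimulus = Ac-DEVD-pNA | compound = single dose, 8.5 µM nominal compound, 0.8% DMSO | timing = 1 h preincubation, 2 h reaction | measured by = 405 nm absorbance of p-nitroaniline, reads at 0 and 120 min | benchmarks = DMSO-only low control, 5 µM PC-3 D3A high control | repeats = singlicate, each compound tested once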
PP5 primary – PP5 (human) phosphatase inhibition; P53041; purified PP5c, OMFP substrate fluorescence; inhibition, % at 6.7 µM; 0.18% of 320,000 active; AID 1987;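 active = inhibition above the campaign's mean inhibition across all tested compounds plus 3 SD, cut at about 9.5% in these data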;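 also: 0% = DMSO only and 100% = 100 µM cantharidin control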
Target sequence (P53041 whole entry, looked up): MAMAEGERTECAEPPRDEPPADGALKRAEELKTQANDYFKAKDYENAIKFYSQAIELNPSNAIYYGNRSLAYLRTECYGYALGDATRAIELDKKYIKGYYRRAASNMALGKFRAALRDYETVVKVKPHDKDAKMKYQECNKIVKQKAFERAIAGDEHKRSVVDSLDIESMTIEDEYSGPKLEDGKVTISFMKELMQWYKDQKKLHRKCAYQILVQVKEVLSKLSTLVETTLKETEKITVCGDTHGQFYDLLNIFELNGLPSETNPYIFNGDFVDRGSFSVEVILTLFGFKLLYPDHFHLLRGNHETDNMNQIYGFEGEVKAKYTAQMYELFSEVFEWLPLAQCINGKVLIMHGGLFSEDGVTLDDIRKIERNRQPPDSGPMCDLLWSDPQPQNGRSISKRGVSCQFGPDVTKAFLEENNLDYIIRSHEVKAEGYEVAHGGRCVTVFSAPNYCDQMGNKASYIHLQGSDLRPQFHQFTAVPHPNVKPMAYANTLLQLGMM
* = called active by the depositor; . = not tested or not shown.

SMILES | PP1 counter | core dimer inh | TPT1 inh | AHR activator | proCasp7 act | CTSL1 counter | PAFAH2 inh | proCasp3 act | PP5 primary
CCCc1cc(=O)[nH]c(SCC(=O)Nc2cccc(S(=O)(=O)N3CCCCC3)c2)n1 | -3 | . | . | 0 | 12 | . | -7 | 12 | 0.2
CCCC(=O)Nc1nnc(-c2ccc(Cl)s2)o1 | 1 | -7 | -4 | -2 | 6 | -2 | -5 | 1 | -0.7
Cc1ccc2c(CN3CCN(S(=O)(=O)c4ccc5c(c4)OCCO5)CC3)cc(=O)oc2c1C | 2 | 28 | -3 | 0 | -1 | 1 | -2 | 4 | 2.0
Cc1ccccc1C(=O)c1c[nH]c(C(=O)NCc2cccs2)c1 | 2 | -2 | -3 | 1 | 12 | -3 | 7 | -2 | 0.5
Nc1nc(SCC(=O)Nc2ccc(C(F)(F)F)cc2)[nH]c(=O)c1NC(=O)c1ccc(F)c(F)c1 | -1 | 2 | -1 | 8 | 4 | -1 | -29 | -1 | -0.1
CCOc1ccc2oc(C(=O)OCC(=O)NC(=O)NC)c(C)c2c1 | -2 | -1 | 2 | 1 | 1 | -1 | -2 | 7 | -0.2
CCN1CCN(S(=O)(=O)c2ccc(Cl)c(C(=O)N(C)Cc3ccc(Cl)cc3Cl)c2)CC1 | 2 | -2 | -3 | -3 | 9 | 2 | 0 | 1 | 1.8
COc1ccc(NC(=O)NCCc2cccc(Cl)c2)cc1OC | 1 | 0 | 2 | 11 | 2 | -8 | 5 | -1 | -0.5
COc1ccc(Nc2nnc(SCC(=O)Nc3ccc4[nH]c(=O)[nH]c4c3)s2)cc1 | -2 | 3 | 0 | 16 | -8 | -1 | -1 | -4 | 2.7
O=C(Nc1ccc(F)cc1)C1CCN(S(=O)(=O)c2ccc3[nH]c(=O)oc3c2)CC1 | -1 | 1 | 1 | 2 | -5 | -1 | 3 | -1 | 4.0
COc1ccc(NC(=O)COC(=O)c2cccn2C)cc1S(=O)(=O)N1CCCCC1 | . | . | . | 0 | 3 | . | 11 | 4 | .
O=C(Cn1cc([N+](=O)[O-])ccc1=O)NCc1ccc(Cl)cc1Cl | -3 | 9 | 0 | -4 | 4 | 0 | -3 | 5 | 2.4
O=C(COC(=O)c1ccccc1OC(F)F)Nc1ccc(N2CCCCC2)cc1 | 0 | . | . | 2 | 1 | . | 42* | -9 | 0.1
COC(=O)C1CCCN1C(=O)c1cccs1 (stereo unspecified) | -2 | -2 | -1 | -1 | 0 | -7 | -3 | -15 | 2.0
C[C@H]1CN([C@@H](C)CO)C(=O)c2cccc(NC(=O)Nc3ccc(C(F)(F)F)cc3)c2O[C@@H]1CN(C)C(=O)Nc1ccc(F)cc1 | . | . | . | 0 | 19 | . | -24 | 5 | .
COc1ccccc1OCCn1c(C(C)O)nc2ccccc21 (stereo unspecified) | 3 | -6 | -1 | 4 | -4 | -2 | -4 | 5 | -0.4
O=S(=O)(Nc1ccc2nc(-c3ccco3)[nH]c2c1)c1ccccc1 | 3 | -7 | 7 | 12 | -6 | -1 | 14 | 5 | 3.2
CC(=O)c1cccc(NC(=S)NCCc2ccc(Cl)cc2)c1 | -2 | -2 | -2 | 21 | 6 | -2 | -4 | 1 | -0.2
CC(C)n1nnnc1SCC(=O)N1N=C(c2cccs2)CC1c1cccs1 (stereo unspecified) | 1 | . | . | 10 | -9 | . | -4 | 4 | 4.5
C[C@@H]1CN([C@@H](C)CO)C(=O)c2cc(NC(=O)Nc3ccc4c(c3)OCO4)ccc2O[C@H]1CN(C)S(=O)(=O)c1cn(C)cn1 | . | . | . | 1 | 3 | . | 1 | -1 | .
CCOC(=O)c1sc(=S)n(CC)c1NC(=O)CC | -4 | -3 | 2 | 1 | 3 | 2 | 7 | 1 | 2.2
O=C(NCc1ccc(F)cc1Cl)C1CC(=O)N(C2CCCCCCC2)C1 (stereo unspecified) | -5 | 5 | -3 | 3 | -8 | 6 | 8 | 0 | 0.3
CCOc1ncccc1C(=O)OCC(=O)c1ccc(Br)s1 | . | . | . | 0 | 1 | . | 50* | -4 | .
CCc1ccccc1NC(=O)CSc1nnc([C@@H](NC(=O)OC(C)(C)C)C(C)CC)o1 (stereo partly specified) | -1 | 4 | -1 | 0 | -4 | 37* | 4 | 4 | 0.5
O=C(c1cccs1)N1C(=O)c2cccc3cccc1c23 | 0 | -1 | -2 | 10 | -8 | -1 | 1 | 9 | 1.8

3 entries already listed, arranged by number of heavy atoms, lowest first:
SMILES | PP1 counter | core dimer inh | TPT1 inh | AHR activator | proCasp7 act | CTSL1 counter | PAFAH2 inh | proCasp3 act | PP5 primary
CCCC(=O)Nc1nnc(-c2ccc(Cl)s2)o1 | 1 | -7 | -4 | -2 | 6 | -2 | -5 | 1 | -0.7
O=C(Cn1cc([N+](=O)[O-])ccc1=O)NCc1ccc(Cl)cc1Cl | -3 | 9 | 0 | -4 | 4 | 0 | -3 | 5 | 2.4
CC(C)n1nnnc1SCC(=O)N1N=C(c2cccs2)CC1c1cccs1 (stereo unspecified) | 1 | . | . | 10 | -9 | . | -4 | 4 | 4.5

More structures follow:
SMILES | PP1 counter | core dimer inh | TPT1 inh | AHR activator | proCasp7 act | CTSL1 counter | PAFAH2 inh | proCasp3 act | PP5 primary
C=CCc1cccc(/C=N/NC(=O)C(C)Nc2ccc(C)cc2)c1O (stereo unspecified) | 2 | 0 | 0 | 9 | -52 | 0 | 1 | -37 | 3.2
CC(C)=CC(=O)O[C@H]1[C@@H]2[C@H](C)C(=O)O[C@@H]2C[C@@H](C)[C@@H]2[C@@H](O)CC(=O)[C@]21C | -4 | 4 | -2 | 1 | -5 | -2 | 6 | -2 | -0.5
Cc1c(NC(=O)Nc2ccc(Cl)cc2)c(=O)n(-c2ccccc2)n1C | -5 | 3 | -2 | 1 | -1 | 2 | -4 | -9 | 0.4
CCC1NC(C(=O)O)Cc2c1[nH]c1ccccc21 (stereo unspecified) | -4 | 1 | -3 | 15 | 1 | -5 | 9 | 2 | 2.6
CCOC(=O)c1cc(S(=O)(=O)NC2CCC(C)CC2)cn1C (stereo unspecified) | -2 | -2 | 1 | 0 | 11 | -2 | -1 | -6 | -1.2
COc1ccc(C(=O)CN2CCN(S(=O)(=O)c3cccc([N+](=O)[O-])c3)CC2)cc1OC | 2 | -2 | -1 | 1 | 11 | 4 | -3 | 5 | 0.0
O=C(c1cc([N+](=O)[O-])ccc1Cl)N1c2ccccc2Sc2ccccc21 | 2 | 4 | -3 | 0 | -1 | 2 | 3 | 6 | -1.1
O=[N+]([O-])c1cn(Cc2ccc(Cl)cc2)cn1 | -2 | -1 | -4 | 0 | 8 | -1 | 6 | -1 | -0.9
Cc1ccccc1CSc1nnc(-c2ccccn2)n1N | -1 | -2 | 0 | -5 | -11 | -4 | 0 | 1 | 1.1
COc1cc(SC)ccc1C(=O)N(C)Cc1ccccc1 | -5 | 3 | -4 | -2 | 10 | 0 | 2 | 2 | 0.7
C=CCOc1ccc(C(=O)CC)cc1OC | -5 | 11 | 0 | 3 | 5 | -1 | -3 | 2 | -0.6
COCCN(Cc1cn(C)nc1-c1ccccc1F)C(C)C | -3 | -4 | 5 | 3 | 3 | -5 | -1 | -4 | 4.3
CC(C)n1cc(/C=C2\NC(=O)N(c3cccc(Cl)c3)C2=O)c2ccccc21 | 9 | 4 | 1 | 41 | -19 | -1 | -2 | -16 | 2.4
CC(O)CSc1nc2c(c(=O)[nH]c(=O)n2C)n1CC(O)COc1ccccc1 (stereo unspecified) | 2 | -2 | 4 | 3 | -10 | -3 | 7 | -13 | -0.3
O=C(Nc1nnc(-c2ccccc2)o1)C1CCCCC1 | -1 | -5 | 1 | -2 | 5 | -6 | 4 | 0 | 0.1
CCCCOC(=O)n1c(SCC(=O)N(C)C)nc2ccccc21 | -3 | 3 | 2 | -10 | 3 | 0 | -7 | 2 | 3.2
CC(NS(=O)(=O)c1ccccc1)C1COc2ccccc2O1 (stereo unspecified) | 2 | 2 | -10 | 2 | 1 | -1 | 8 | -10 | 0.9
C/C(=N/NC(=O)c1cccs1)c1ccc(N2CCOCC2)cc1 | -2 | 1 | 1 | 15 | -12 | -2 | 6 | -7 | 2.9
Cc1c(C(=O)NCc2ccc(S(N)(=O)=O)cc2)oc2ccc(Cl)cc12 | -1 | 2 | 0 | 0 | 3 | -2 | . | -5 | -2.1
Cc1cc(N/N=C/c2ccccc2Cl)nc(NCc2ccccc2)n1 | 17* | 2 | -2 | 11 | 7 | 1 | -2 | 1 | 6.2
COc1ccc(NC(=O)CSc2nccn2-c2cccc(OC)c2)cc1 | -3 | 3 | 0 | 6 | -11 | 0 | 1 | 1 | -0.5
COc1cccc(-c2nn(-c3ccccc3)cc2CN(C)C(C)c2ccon2)c1 (stereo unspecified) | 0 | 3 | 0 | 68* | 1 | 1 | 3 | 4 | 1.9
O=C(NCc1csc(-c2cccs2)n1)Nc1cccc(Cl)c1 | -1 | 1 | -2 | 6 | 8 | -1 | 2 | -3 | 2.1
COc1ccccc1C(=O)NC(CCSC)C(=O)N1CCN(C(C)=O)CC1 (stereo unspecified) | -3 | . | . | 0 | -6 | . | -4 | 5 | 1.2
Cc1cccc(C(=O)NCCc2csc(C)n2)c1 | -5 | -9 | -1 | 0 | 4 | 3 | -3 | 9 | 1.9
O=C(CCNC(=O)c1ccc(Br)cc1)Nc1ccccc1N1CCOCC1 | -4 | -1 | 0 | 3 | 0 | -2 | 3 | 1 | -1.1
Cc1cccc(-n2c(-c3csc(C)c3C)n[nH]c2=S)c1 | -4 | 10 | -1 | 1 | -21 | 1 | 0 | -17 | 1.9

In the list so far, these contain a furan ring, fused or not.
SMILES | PP1 counter | core dimer inh | TPT1 inh | AHR activator | proCasp7 act | CTSL1 counter | PAFAH2 inh | proCasp3 act | PP5 primary
CCOc1ccc2oc(C(=O)OCC(=O)NC(=O)NC)c(C)c2c1 | -2 | -1 | 2 | 1 | 1 | -1 | -2 | 7 | -0.2
O=S(=O)(Nc1ccc2nc(-c3ccco3)[nH]c2c1)c1ccccc1 | 3 | -7 | 7 | 12 | -6 | -1 | 14 | 5 | 3.2
Cc1c(C(=O)NCc2ccc(S(N)(=O)=O)cc2)oc2ccc(Cl)cc12 | -1 | 2 | 0 | 0 | 3 | -2 | . | -5 | -2.1

In the list so far, two contain bromine.
SMILES | PP1 counter | core dimer inh | TPT1 inh | AHR activator | proCasp7 act | CTSL1 counter | PAFAH2 inh | proCasp3 act | PP5 primary
CCOc1ncccc1C(=O)OCC(=O)c1ccc(Br)s1 | . | . | . | 0 | 1 | . | 50* | -4 | .
O=C(CCNC(=O)c1ccc(Br)cc1)Nc1ccccc1N1CCOCC1 | -4 | -1 | 0 | 3 | 0 | -2 | 3 | 1 | -1.1
